Source: PubChem BioAssay
RBBP9 inhibitor = human RBBP9 hydrolase inhibition | O75884 | recombinant RBBP9, FP-Rh probe fluorescence polarization | inhibition, % at 7.94 µM | 220,000 tested, 0.2% active;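 active = inhibition above the campaign mean of all tested compounds plus 3 SD, cut at about 14% in these data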;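 also: plate controls were DMSO wells with RBBP9 for no effect and wells lacking RBBP9 protein for full effect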
Target sequence (O75884 whole entry, looked up): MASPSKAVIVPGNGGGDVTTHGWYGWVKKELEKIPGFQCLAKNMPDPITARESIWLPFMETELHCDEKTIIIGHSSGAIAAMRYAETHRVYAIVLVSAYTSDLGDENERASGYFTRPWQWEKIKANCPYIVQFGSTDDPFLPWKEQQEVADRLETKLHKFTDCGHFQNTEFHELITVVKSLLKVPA
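Controls: DMSO-treated enzyme wells and wells lacking RBBP9 | Material: RBBP9 protein | Technique: Fluorescence polarization | Replication: Single well per compound, no replicates | Buffer or medium: Tris-NaCl-Pluronic buffer, pH 8.0 | Timing: 30 min compound preincubation, 45 min probe labeling, 25 °C | Read-out basis: Percent inhibition from mP, scaled between DMSO and no-protein wells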
PPC-1+TRAIL kill = PPC-1 cancer cell killing with TRAIL present. PPC-1 cells + TRAIL, ATPLite viability luminescence. AID 1443. cell killing (% activity), % at 4 µM. 220,000 tested, 0.41% active;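 active = cell killing above 50% in the first pass at 4 µM, then a duplicate retest at 5 µM averaging 50% or more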;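 also: plate controls were cells with TRAIL plus DMSO for no effect and medium-only wells lacking cells for full effect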
BaF3 parental = parental Ba/F3 viability inhibition as JAK2V617F counter-screen | CellTiter-Glo ATP luminescence | inhibition, % at 5.6 µM | 220,000 tested, 1.1% active | AID 1486;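 active = inhibition above a per-campaign cutoff, the mean inhibition of all tested compounds plus 3 SD, cut at about 27% in these data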;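 also: 0% = DMSO wells and 100% = JAK Inhibitor I control wells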
EP2 antag = inhibitors of human EP2 prostaglandin E2 receptor; 260,000 tested, 0.52% active; P43116; C6 glioma cells expressing human EP2, cAMP TR-FRET; cells stimulated with saturating PGE2; inhibition, % at 25 µM;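 active = percent inhibition above 40 after rounding to a whole number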;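 also: rat C6 glioma host cells with rolipram phosphodiesterase inhibitor present; the protocol text gives 20 µM as final concentration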
p97 ATPase inh = blocks human p97 ATPase activity; P55072; recombinant p97 ATPase, Kinase-Glo ATP luminescence, 3 h; inhibition, % at 8 µM; 220,000 tested, 0.42% active; in the data active = inhibition above about 15%;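 also: 0% = DMSO vehicle and 100% = wells lacking enzyme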
Target sequence (P55072 whole entry, looked up): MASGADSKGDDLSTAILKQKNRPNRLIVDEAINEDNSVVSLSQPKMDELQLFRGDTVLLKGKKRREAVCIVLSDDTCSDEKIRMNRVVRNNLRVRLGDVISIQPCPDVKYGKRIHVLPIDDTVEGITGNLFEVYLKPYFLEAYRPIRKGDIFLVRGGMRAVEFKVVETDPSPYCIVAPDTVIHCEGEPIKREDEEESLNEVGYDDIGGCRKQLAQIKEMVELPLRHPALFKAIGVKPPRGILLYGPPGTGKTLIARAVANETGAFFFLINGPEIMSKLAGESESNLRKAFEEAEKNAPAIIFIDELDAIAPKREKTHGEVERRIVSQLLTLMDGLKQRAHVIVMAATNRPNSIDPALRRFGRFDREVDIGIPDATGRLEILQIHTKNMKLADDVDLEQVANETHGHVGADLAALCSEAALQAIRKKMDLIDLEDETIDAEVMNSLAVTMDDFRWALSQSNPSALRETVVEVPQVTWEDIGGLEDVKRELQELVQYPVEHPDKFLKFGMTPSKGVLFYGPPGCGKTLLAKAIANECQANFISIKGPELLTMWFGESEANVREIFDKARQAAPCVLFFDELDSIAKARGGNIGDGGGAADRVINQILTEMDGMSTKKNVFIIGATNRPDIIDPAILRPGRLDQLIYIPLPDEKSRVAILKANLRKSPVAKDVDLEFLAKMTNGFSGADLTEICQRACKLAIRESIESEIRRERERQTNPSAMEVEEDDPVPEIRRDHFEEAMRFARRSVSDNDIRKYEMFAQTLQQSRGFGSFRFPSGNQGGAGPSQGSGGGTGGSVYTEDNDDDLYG
Tb hexokinase = T. brucei hexokinase 1 inhibition | recombinant TbHK1, G6PDH-coupled NADH A340 | inhibition, % at 10 µM | 220,000 tested, 0.11% active;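 active = inhibition of 50% or more in the single-dose primary screen; inactive = inhibition below 50%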
Furin inh = inhibitors of human furin; inhibition, % at 30 µM; 220,000 tested, 0.061% active; purified furin, fluorogenic substrate cleavage; in the data active = inhibition above about 25%; also: inactives centre near -15
p47phox inh = p47phox (human) inhibition; P14598; inhibition, % at 24.7 µM; AID 1274; 220,000 tested, 0.53% active; p47phox/p22phox peptide binding, fluorescence polarization, 2 h;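 active = inhibition above about 30%, limit read from the data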;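 also: 0% = p47phox with labelled peptide and 100% = labelled peptide alone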
Ba/F3 V617F tox = reduce viability of Ba/F3 cells dependent on JAK2V617F; Ba/F3 EpoR-JAK2V617F viability, ATP luminescence; inhibition, % at 5.6 µM; 220,000 tested, 1.1% active; AID 1446;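 active = inhibition above the campaign mean plus 3 SD over all tested compounds, cut at about 24% in these data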;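 also: cytokine-independent growth of Ba/F3 cells driven by EpoR plus mutant JAK2; 0% = DMSO-treated cells and 100% = JAK inhibitor I control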
Starred values were filed as active, the others as inactive; · = not tested or not shown; & = joins results of further samples; [ ] = dose if it differs, or a comment. A portion of the library (hit frequency here may not be typical).

Each structure is followed by: RBBP9 inhibitor, PPC-1+TRAIL kill, BaF3 parental, EP2 antag, p97 ATPase inh, Tb hexokinase, Furin inh, p47phox inh, Ba/F3 V617F tox
O=S(=O)(Cc1ccccc1)c1cnc2ccccc2n1
→ -2, 5, 4, 6, 3, -7, -17[20 µM], -6, -1
Cc1[nH]c2ccccc2c1CCCO
→ -8, 16, 1, 5, 0, -13, -17, -10, -2
CCN(CC)S(=O)(=O)c1cc(NC(=O)COC(=O)CCC(=O)c2ccc(F)cc2)ccc1C
→ -5, 20, -3, 7, -1, -5, -21, -32, -3
COc1cc2nc(C3CC3)n(NC(=O)c3ccc(F)cc3)c(=O)c2cc1OC
→ -2, 15, 3, 3, 1, -6, -21, -4, 0
O=C(NNC(=O)C1CC=CCC1C(=O)O)c1cccs1 (stereo unspecified)
→ 3, -4, 5, 1, 2, -5, -17, 5, -2
CC(C(=O)N1CCOCC1)N1C(=O)c2ccccc2C1=O (stereo unspecified)
→ -7, 24, -3, 10, 1, 1, -25[20 µM], 3, -4
Cc1cc(=O)[nH]c(SCC(=O)Nc2nc(-c3ccccc3)c(-c3ccccc3)o2)n1
→ -8, 17, 2, 5, 0, 0, -21, -22, 0
CCN(C(=O)COC(=O)c1cc(S(=O)(=O)N2CCc3ccccc32)ccc1OC)C1CCS(=O)(=O)C1 (stereo unspecified)
→ -3, 4, 2, 4, 3, 0, -16, -4, -5
COc1ccc(CCNC(=S)NCCc2ccc(OC)c(OC)c2)cc1OC
→ 4, 3, 1, 4, 3, 25, -36, 1, -1
CC1(C)Cc2ccccc2C(N/N=C/c2ccc(Cl)cc2)=N1
→ -6, -3, 6, 1, 0, -17, -12, -6, -1
CCCCn1c(SCC(=O)NCc2ccco2)nc2ccccc2c1=O
→ -3, 3, 3, 17, 4, -4, -9[20 µM], -20, -2
CC(C)CNC(=S)Nc1ccc(Oc2ccccc2)cc1
→ -4, 8, 7, 6, 1, 5, -19, -16, 0
Cc1cc(/C=C2/SC(=O)N(CC(=O)N3CCOCC3)C2=O)c(C)n1-c1ccccc1F
→ -9, 53*, 11, 8, -2, -13, -19, -22, 2
CC(C)(C)CC(C)(C)c1ccc(O)c(CN2CCN(CCC#N)CC2)c1
→ 0, 1, 8, 6, -2, -10, -20[20 µM], -1, 1
Cc1cc(C)c2c(N)c(C(=O)Nc3ncc(C)s3)sc2n1
→ -1, 96*[5 µM], 5, 25, -6, -19, -5[20 µM], -11, 0
CCOC(=O)C1(Cc2cccc(OC)c2)CCN(CC2CC=CCC2)CC1 (stereo unspecified)
→ -10, 2, 0, 2, 0, 9, -23, -5, -2
O=C(Oc1nsnc1N1CCCCC1)N1CCOCC1
→ -5, 13, 9, 11, -4, -4, -6[20 µM], -5, -1
Cc1onc(-c2ccccc2)c1C(=O)N1CCN(Cc2ccc3c(c2)OCO3)CC1
→ -1, ·, 6, 5, 2, -3, -21, 7, -2
COc1ccc2c(c1OC)C(=O)c1ccccc1C2=O
→ -9, 26, 4, 6, -2, 5, -18[20 µM], -8, 4
COc1ccc(NC(=S)N(CCCN2CCOCC2)C(C)c2cc3cccc(OC)c3o2)cc1 (stereo unspecified)
→ -1, 14, 5, 4, 2, 0, -32, -4, -2
COc1ccc(CC(=O)Nc2nc3ccc(F)cc3s2)cc1S(=O)(=O)N1CCOCC1
→ -11, -1, 0, 19, 6, 1, -11[20 µM], -10, -3
COc1ccccc1C(c1nnnn1C(C)(C)C)N1CCCCCC1 (stereo unspecified)
→ -15, 18, 3, 10, -11, 4, -14, -10, 2
CCOC(=O)c1c(C)[nH]c(C)c1C(=O)COC(=O)c1ccc(Cl)c(S(N)(=O)=O)c1
→ 0, 41, 2, 4, -1, -6, -18[20 µM], -35, -1
C[n+]1ccn(CC(=O)c2ccc(Cl)cc2)c1
→ 0, 12, -1, 12, 1, -2, -25, -1, -2
Cc1ccc(C)c(NC2=CC(=O)CC(C)(C)C2)c1C#N
→ -4, 2, 3, 7, 3, -1, -14[20 µM], 10, -3
CSc1c(C#N)c(N)nc2sc(C(=O)c3ccccc3)c(N)c12
→ 7, -4, 3, 11, 13, -17, -17, -23, -3
O=C(CSc1nc2ccc(Cl)cc2[nH]1)N1CCN(C(=O)c2ccco2)CC1
→ -3, 15, -4, 3, 7, 1, -20, 1, -5
COC(=O)[C@@H]1CC[C@H](C)[C@@H](c2ccc(C)cc2)N1C(=O)c1ccc(/C=N/OC[C@@H](O)[C@H]2O[C@@H]3OC(C)(C)O[C@@H]3[C@H]2O)cc1
→ -4, 9, 5, ·, 3, -8, -15, -3, 7
C=CCNC(=S)N/N=C/c1ccc(C(F)(F)F)cc1
→ -6, 13, 2, 5, -1, 5, -7, 1, -5
CNC(=S)N/N=C/c1c(Cl)cccc1Cl
→ -3, 3, 2, 6, -5, 0, -6, 0, 1
CCOC(=O)CNC(=O)CSc1nc2ncc(Br)cc2[nH]1
→ -1, 8, 1, 13, -1, 10, -25, 0, -1
O=c1c(Cc2ccc(F)cc2)c(O)ccn1Cc1ccco1
→ 5, -2, -1, 8, 2, -2, -18, -1, -3
CCO[C@H]1OC(C(=O)N2CCOCC2)=C[C@@H](c2ccccc2)[C@@H]1CCCO
→ -9, 7, 4, 0, -1, 1, -26, 0, 4
Cc1ccc2nc(-c3ccc(O)cc3)c(Nc3ccc4c(c3)OCCO4)n2c1
→ 0, -6, -4, 14, 6, -8, -13, -12, 23
C=CCOc1cccc(CNn2nnnc2N)c1
→ 1, 33, -2, 7, 10, -2, -35, -2, -3
Cn1c(=O)c2[nH]c(SCc3ccccn3)nc2n(C)c1=S
→ -5, 24, 3, 16&12, 10, -10, -11, -1, -5
COc1ccc(-c2cc(C(=O)OCC(=O)NC(C)C)c3ccccc3n2)cc1
→ -8, 34, 6, 11, -4, 2, -16, 1, 4
O=C(CSc1nc2ccccc2nc1SCC(=O)N1CCOCC1)N1CCOCC1
→ 6, 5, 4, 12, 6, -17, -18[20 µM], -8, 3
CSCC[C@H](NC(=O)CCNC(C)=O)c1nc2ccccc2[nH]1
→ -6, 4, 4, 13, -4, 1, -6[20 µM], -8, 0
Cc1ccccc1NC(=O)CC1SC(=O)N(c2ccccc2)C1=O (stereo unspecified)
→ -2, -4, 1, 12, -1, 3, -4[20 µM], 14, -4
O=c1[nH]c2cc3c(cc2cc1CN(CC1CCCO1)S(=O)(=O)c1ccccc1)OCCO3 (stereo unspecified)
→ 11, 23, 2, 12&7, 10, -12, -17, -2, -5
O=C(COC(=O)CNS(=O)(=O)c1ccccc1)Nc1ccc(Cl)cn1
→ 1, -22, 2, 16, 1, -5, -18[20 µM], -20, -4
COc1cccc(CC2(CO)CCN(Cc3cnc(-c4cccc(C)c4)nc3)CC2)c1
→ -8, 8, 6, 7, 1, -9, -14, -9, -3
FC(F)(F)c1cc(Cl)c2nc(-c3ccccc3)cn2c1
→ -9, 8, 1, 16, -5, -7, -6[20 µM], -6, 0
COc1ccc2cc(C(=O)C3CCCN(C(=O)c4cc(=O)n(C)c(=O)n4C)C3)ccc2c1 (stereo unspecified)
→ -5, 2, 10, 7, 4, -9, -53, -15, -2
C=CCNc1nnc(Sc2ncccc2[N+](=O)[O-])s1
→ -11, 10, 2, 2, -4, -3, -8, 4, 5
Cc1cc2ccccn2c1C(=O)c1cccc([N+](=O)[O-])c1
→ -9, -2, 4, 6, -3, -8, -15, -3, 0
CCc1cc(=O)oc2cc3oc(C)c(C)c3cc12
→ 0, 12, 8, 6, 2, -8, -27, 1, 1
CC(C)c1cc(CN2CCOCC2)cc(C(C)C)c1O
→ -5, 22, -1, 7, -11, -2, -3, 8, 2
OC1(C(F)(F)F)CC(O)(C(F)(F)F)n2nc(-c3ccccc3)cc2N1 (stereo unspecified)
→ -3, -1, 1, 14, 0, -12, -23, -17, -1
COc1ccc(-n2c(SCC(=O)N3CCN(c4ccccc4)CC3)nc3c(c2=O)SCC3)cc1
→ -11, 0, 6, 12, -3, -27, -6, -10, 4
O=C1C2C3C=CC(C3)C2C(=O)N1CCCCN1C(=O)C2C3C=CC(C3)C2C1=O (stereo unspecified)
→ 4, 14, -1, 5, 5, 1, -23[20 µM], -2, -2
CCN(CC)CCN=C1CCCc2ccccc2N1
→ -3, -4, 3, 17, -4, 4, -20, -9, 1
Cn1nc(C(F)(F)F)cc1C(=O)O
→ -8, 3, 0, 12, 5, -3, -13, -15, -3
Fc1ccc(CSc2ccc(-c3ccc4c(c3)OCO4)nn2)cc1
→ -5, 2, 6, 6, -4, -13, -25, -3, -2
COc1ccc(-c2c(-c3ccc(OCC(=O)NN)cc3O)n[nH]c2C(F)(F)F)cc1
→ -23, -11, 10, 9, 0, -9, -22, -5, -1
CCN(CC)S(=O)(=O)c1ccc2c(c1)nc(CCC(=O)Nc1cccc(C(F)(F)F)c1)n2CC
→ -11, 0, 5, 2, 13, -12, -22[20 µM], -64, -1
CCN1CCc2nc(NC(=O)c3ccc4c(c3)OCCO4)sc2C1
→ -7, 24, 4, 7, 2, -12, -29, -32, -1
COc1ccccc1CN1C(=O)c2cccc3cccc(c23)C1=O
→ -8, -1, 5, 3, -5, -5, -11, 5, 3
Cc1ccc(C(=O)N/N=C/c2cc(C)n(-c3ccc(Br)cc3)c2C)cc1[N+](=O)[O-]
→ -12, 18, 8, 15, 4, 0, -14[20 µM], -8, -2

The list continues:
Each structure is followed by: RBBP9 inhibitor, PPC-1+TRAIL kill, BaF3 parental, EP2 antag, p97 ATPase inh, Tb hexokinase, Furin inh, p47phox inh, Ba/F3 V617F tox
COc1cc(/C=C/C(=O)OCC(=O)NC(=O)NC23CC4CC(CC(C4)C2)C3)ccc1OCC#N
→ -11, -2, -2, 11, -1, 29, -3, -10, 0
NC(=O)c1cnccn1
→ -7, 17, 2, 12&10&10, 9, 0, -15, -1, -2
COc1ccc(N/C=C/C(=O)c2ccc3c(c2)OCO3)cc1OC
→ -5, -6, 6, 9, 7, -5, -27, -6, 0
CCOC(=O)CSC1=C(C#N)C(c2ccc3c(c2)OCO3)CC(=O)N1 (stereo unspecified)
→ -5, 13, 3, 9, -3, -3, -20[20 µM], -6, 2
CCOC(=O)N1CCC(N2CCCC(CO)(Cc3ccccc3C)C2)CC1 (stereo unspecified)
→ -5, 5, 0, 1, 1, 0, -7, -105, -3
